Screening results: PubChem BioAssay, The Scripps Research Institute Molecular Screening Center
MITF inh: blocks human microphthalmia-associated transcription factor; O75030; AlphaScreen MITF homodimerization, bead proximity signal; 650,000 tested, 0.91% active; AID 1259374; inhibition, % at 2.6 µM; in the data active = inhibition above about 50%;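 note: 0% = vehicle wells with protein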
Target sequence (O75030 whole entry, looked up): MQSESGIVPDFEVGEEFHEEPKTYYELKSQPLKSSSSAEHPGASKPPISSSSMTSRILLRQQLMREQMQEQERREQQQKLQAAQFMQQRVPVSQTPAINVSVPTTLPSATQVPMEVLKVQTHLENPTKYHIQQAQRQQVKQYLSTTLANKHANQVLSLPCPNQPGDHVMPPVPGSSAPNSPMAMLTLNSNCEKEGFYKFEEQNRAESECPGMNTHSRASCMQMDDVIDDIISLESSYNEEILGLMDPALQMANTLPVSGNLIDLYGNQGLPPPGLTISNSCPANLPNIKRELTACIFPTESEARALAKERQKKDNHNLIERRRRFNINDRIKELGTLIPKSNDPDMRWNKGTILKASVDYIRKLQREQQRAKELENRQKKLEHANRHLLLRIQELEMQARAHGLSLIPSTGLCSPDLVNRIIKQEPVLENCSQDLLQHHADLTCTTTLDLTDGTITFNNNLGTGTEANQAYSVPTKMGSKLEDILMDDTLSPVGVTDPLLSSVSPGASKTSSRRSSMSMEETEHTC
GPR151 activ: activators of human GPR151; activation, % at 11.2 µM; 650,000 tested, 1% active; Q8TDV0; PathHunter beta-arrestin GPR151 cells, luminescence; in the data active = activation above about 4.9%;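 note: 0% = median of compound wells and 100% = cells with positive control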
Target sequence (Q8TDV0 whole entry, looked up): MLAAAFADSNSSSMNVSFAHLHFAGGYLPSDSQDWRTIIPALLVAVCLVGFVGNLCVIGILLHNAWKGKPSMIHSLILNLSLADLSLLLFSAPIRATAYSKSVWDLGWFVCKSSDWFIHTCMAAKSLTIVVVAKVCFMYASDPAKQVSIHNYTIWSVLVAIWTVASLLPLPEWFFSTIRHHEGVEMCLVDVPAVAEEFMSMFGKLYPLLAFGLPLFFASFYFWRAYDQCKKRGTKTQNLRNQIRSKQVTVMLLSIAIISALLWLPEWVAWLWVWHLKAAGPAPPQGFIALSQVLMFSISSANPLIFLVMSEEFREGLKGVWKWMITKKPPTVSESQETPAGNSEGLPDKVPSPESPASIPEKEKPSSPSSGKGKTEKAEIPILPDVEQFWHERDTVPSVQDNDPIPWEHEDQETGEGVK
FBW7 act: activators of human E3 ligase FBW7; Q969H0; AlphaScreen FBW7–phospho-cyclin E peptide binding, activator screen; normalized activity (activation), % at 26.1 µM; 650,000 tested, 0.13% active; AID 1259310; in the data active = normalized activity above about 1.9%;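 note: purified mutant Fbw7 with reduced substrate affinity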
TEAD-YAP inh: TEAD-YAP interaction inhibition. HEK-TIYL cells, TEAD-Gal4/YAP UAS-luciferase luminescence. inhibition, % at 9.12 µM. 640,000 tested, 1.4% active. AID 1259422; in the data active = inhibition above about 32%;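 note: 0% = median of test compound wells and 100% = reference inhibitor wells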
Numbers without * were called inactive. The order is random; any-hit rate near 3.5%.

A first look (2 entries):
(1) Fc1cccc(NC(=S)NCc2ccco2)c1
(2) CCC(=O)N1CCN(c2ccc(OC)cc2[N+](=O)[O-])CC1

screen / no.	1	2
MITF inh	14	-22
GPR151 activ	-1.5	0.9
FBW7 act	-0.1	0.1
TEAD-YAP inh	2	5

Results, from the first entry:
(1) Fc1cccc(NC(=S)NCc2ccco2)c1
(2) CCC(=O)N1CCN(c2ccc(OC)cc2[N+](=O)[O-])CC1
(3) COc1ccccc1/C=C1\SC(=NCc2ccccc2)N(Cc2ccccc2)C1=O
(4) CCOCCOC(=O)c1[nH]c2c(c1C)C(=O)CC(c1ccc(N(C)C)cc1)C2 (stereo not drawn)
(5) O=C1CC(N2CCN(Cc3ccc4c(c3)OCO4)CC2)C(=O)N1c1ccc(I)cc1 (stereo not drawn)
(6) COc1ccc(OCC(O)CN2CCCCC2)cc1 (stereo not drawn)
(7) Cc1nnc2ccc(N3CCC(C(N)=O)(N4CCCCC4)CC3)nn12
(8) CCc1ccc(OCC(=O)Nc2c(C)ccc3nsnc23)cc1

screen / no.	1	2	3	4	5	6	7	8
MITF inh	14	-22	1	18	5	6	7	17
GPR151 activ	-1.5	0.9	-0.6	0.3	-0.3	-0.3	0.5	2.1
FBW7 act	-0.1	0.1	0.0	-0.5	-0.2	0.2	0.0	1.3
TEAD-YAP inh	2	5	3	0	2	0	2	-12

(9) CCN(CC)CCC(=O)OC1CCCCC1SCc1ccccc1 (stereo not drawn)
(10) Cc1ccc2c(c1)NC(=O)C(CC(=O)NCc1cccs1)O2 (stereo not drawn)
(11) C/C(=N\NC(=O)Nc1ccccc1)c1ccco1
(12) CCN(CC)c1ccc2c(C)cc(=O)oc2c1
(13) CCOC(=O)C1=C(c2ccccc2)NC(=S)NC1c1ccc(C)cc1 (stereo not drawn)
(14) CC1CCC(NC(=O)CSc2ccsc2[N+](=O)[O-])CC1 (stereo not drawn)
(15) O=C(COc1ccccc1F)Nc1nncs1
(16) Cc1ccccc1NS(=O)(=O)c1cc(C(=O)NCc2ccc3c(c2)OCO3)ccc1C

screen / no.	9	10	11	12	13	14	15	16
MITF inh	-4	-11	-13	-5	4	-3	5	12
GPR151 activ	0.5	3.1	-0.2	2.1	2.1	-1.0	-1.0	1.4
FBW7 act	-0.1	-0.1	-0.1	0.6	-0.1	-0.2	-0.2	-0.1
TEAD-YAP inh	-8	6	-15	-13	6	-19	7	0

(17) O=C(CCc1ccccc1)OCC(F)(F)C(F)F
(18) Cc1ccc(N2C(=O)c3ccccc3C2=O)cc1F
(19) O=C(Cn1cc([N+](=O)[O-])cn1)Nc1ccc(-c2noc(-c3cccs3)n2)cc1
(20) COc1ccc(NC(=O)COc2ccc(Br)cc2C(C)(C)C)cc1
(21) CC1CCCCN1C(=O)Cn1c(=O)n(-c2ccccc2)c(=O)c2c3c(sc21)CCC3 (stereo not drawn)
(22) Cc1ccc(CNc2ccccc2)cn1
(23) CCc1c(C)nc2ncnn2c1N1CCC(C(=O)Nc2ccccc2F)CC1
(24) O=C(Nc1ccc(-n2cnnn2)cc1)c1nn(Cc2ccccc2)c(=O)c2ccccc12

screen / no.	17	18	19	20	21	22	23	24
MITF inh	8	2	0	9	3	-10	16	3
GPR151 activ	0.8	-0.1	1.6	-0.8	1.5	0.5	1.0	2.4
FBW7 act	1.0	-0.1	-0.1	0.1	-0.1	0.2	0.0	0.1
TEAD-YAP inh	5	8	-21	-5	8	-11	13	6

(25) Cc1cccc(NC(=O)/C=C/C(=O)O)c1C
(26) CCSC1=C(C#N)C(c2ccccc2Cl)C(C#N)=C(N)N1 (stereo not drawn)
(27) CCn1cnc2c(Nc3ccc(OC)cc3)ncnc21
(28) CCN(CC)C(=O)c1sc2ccccc2c1Cl
(29) Cc1ccc(NC(=O)CCSCCc2ccccn2)cc1
(30) COC(=O)CN(c1cccc(Cl)c1)S(C)(=O)=O
(31) O=C(COc1ccccc1)N1CCCCC1
(32) Cc1[nH]nc2c1C(c1ccc(Br)cc1)C1=C(CC(C)(C)CC1=O)N2 (stereo not drawn)

screen / no.	25	26	27	28	29	30	31	32
MITF inh	-4	14	17	-3	1	8	6	8
GPR151 activ	3.8	0.4	-6.3	-0.9	3.6	0.5	0.4	0.6
FBW7 act	-0.1	0.2	0.1	0.1	-0.2	0.4	0.3	0.1
TEAD-YAP inh	-7	6	-4	-7	5	-10	2	3

(33) Cc1cc(-c2nnc(CCC(=O)N3CC[C@@H]4CCCC[C@H]4C3)o2)c(C)o1
(34) CCOC(=O)c1c(C)c(C(=O)N2CCCCC2)c(C)n1C
(35) COCCN(C(=S)Nc1cccc(OC)c1)C(C)c1cccnc1 (stereo not drawn)
(36) O=C1/C(=C\c2ccc(Br)cc2)NC(=S)N1CNc1cccc(Br)c1
(37) Cc1nc2ccc([N+](=O)[O-])cc2c(=O)n1Cc1cccc(Br)c1
(38) CC(C)(C)c1[nH]nc2c1C(c1ccc(Cl)c(Cl)c1)C(C#N)=C(N)O2 (stereo not drawn)
(39) CCOC(=O)c1ccc(CN(CCc2ccc(OC)c(OC)c2)S(=O)(=O)c2cccc([N+](=O)[O-])c2)cc1
(40) Nc1nncn1C(=O)c1ccc(Cl)c(Cl)c1

screen / no.	33	34	35	36	37	38	39	40
MITF inh	31	-4	-4	6	2	-9	8	1
GPR151 activ	0.2	0.3	-1.1	2.0	0.0	0.7	2.0	-0.6
FBW7 act	0.0	0.0	0.1	0.0	0.1	-0.2	-0.3	-0.3
TEAD-YAP inh	-26	-14	2	11	-4	-7	0	-5

More compounds follow.
cpd	mol	MITF inh	GPR151 activ	FBW7 act	TEAD-YAP inh
41	Cc1ncc(CO)c2cc(C(N)=S)c(=Nc3ccc(S(N)(=O)=O)cc3)oc12	-6	-0.6	0.0	-6
42	O=C1CCCC2=C1C1(CCCCC1)N=C(Nc1nc3ccccc3s1)N2	11	3.8	0.3	-5
43	NC(=O)c1ccccc1NC(=O)c1ncoc1-c1ccc2ccccc2c1	-1	0.6	-0.3	-22
44	CN1C(=O)C(=O)N(c2cccc(Br)c2)C1=O	5	-1.2	0.0	-15
45	Cc1cc(C)c(NC(=O)COc2ccc(N3CC(C(N)=O)CC3=O)cc2)c(C)c1 (stereo not drawn)	1	-0.3	-0.1	1
46	COC(=O)COC(=O)c1ccccc1NC(=O)c1ccccc1	-3	-0.6	0.0	-6
47	O=C(Cn1c(=O)n(-c2ccccc2)c(=O)c2sccc21)NCCC1=CCCCC1	6	-0.7	-0.1	3
48	COC(=O)c1sc(S(=O)(=O)Nc2ccc(Br)cc2)c(C(=O)OC)c1C	-2	3.3	0.0	-9
49	Cc1ccc(CC(=O)Nc2ccc(S(=O)(=O)N3CCCCCC3)cc2)cc1	11	0.0	0.6	3
50	Cc1nnc(SCCN)n1Cc1ccccc1	27	1.5	-0.2	3
51	O=C(c1cccs1)n1nc(-c2cccnc2)nc1NCc1cccs1	-6	0.1	0.1	-1
52	COc1cccc(-c2nc3n(n2)C(c2ccncc2)C(C(N)=O)=C(C)N3)c1 (stereo not drawn)	-1	0.2	0.0	9
53	Cc1ccc(NC(=S)N(Cc2ccc(Br)cc2)Cc2ccc(C(=O)O)cc2)cc1C	-6	-0.1	0.0	-2
54	CC(Nc1ncnc(N)c1[N+](=O)[O-])c1ccccc1 (stereo not drawn)	-1	1.1	-0.2	-5
55	CCCCN(C)CCN1C(=O)C2C(C(=O)Nc3ccc(F)c(Cl)c3)C3C=CC2(O3)C1C(=O)NC1CCCC(C)C1C (stereo not drawn)	1	2.2	0.4	-4

Profiles, quoted from the list. Order of values: MITF inh | GPR151 activ | FBW7 act | TEAD-YAP inh
Record of `CC(Nc1ncnc(N)c1[N+](=O)[O-])c1ccccc1` (stereo not drawn) → -1 | 1.1 | -0.2 | -5
Record of `O=C1CCCC2=C1C1(CCCCC1)N=C(Nc1nc3ccccc3s1)N2` → 11 | 3.8 | 0.3 | -5
Record of `Cc1ccc(NC(=S)N(Cc2ccc(Br)cc2)Cc2ccc(C(=O)O)cc2)cc1C` → -6 | -0.1 | 0.0 | -2
Record of `Cc1cc(C)c(NC(=O)COc2ccc(N3CC(C(N)=O)CC3=O)cc2)c(C)c1` (stereo not drawn) → 1 | -0.3 | -0.1 | 1
Record of `NC(=O)c1ccccc1NC(=O)c1ncoc1-c1ccc2ccccc2c1` → -1 | 0.6 | -0.3 | -22

Later entries
cpd	mol	MITF inh	GPR151 activ	FBW7 act	TEAD-YAP inh
56	CCOC(=O)CC(=O)Nc1nc(C23CC4CC(CC(C4)C2)C3)cs1	0	-1.4	0.0	-1
57	CCC(Sc1nc2ccccc2c(=O)n1CCc1ccc(OC)c(OC)c1)C(=O)N(CC)CC (stereo not drawn)	19	6.0*	0.7	5
58	O=S(=O)(c1ccc(F)c(Cl)c1)N1CCN(c2ccc(-c3cccs3)nn2)CC1	-1	1.1	0.1	6
59	CN(C)C(=O)c1cccc(-c2cnc3[nH]c(=O)n(C4CCCC4)c3n2)c1	10	1.5	-0.5	9
60	CC1Cc2ccccc2N1C(=O)CN1CCc2ccccc2C1 (stereo not drawn)	17	-2.0	0.5	12
61	Cc1nnc(N2C(=O)C(=O)/C(=C(/O)c3ccc(F)cc3)C2c2ccc(C(C)(C)C)cc2)s1 (stereo not drawn)	-58	-0.1	-0.1	-6
62	NS(=O)(=O)c1ccc(CCNC(=O)CSc2nc3ccsc3c(=O)n2Cc2ccccn2)cc1	9	0.0	-0.2	-17
63	C=CCN1C(=O)NC(NC(=O)c2ccc(C)cc2)(C(F)(F)F)C1=O (stereo not drawn)	13	0.3	0.8	-3
64	CCN(CC)CCCNC(=O)C1c2cc(OC)c(OC)cc2C(=O)N(C)C1c1ccc(OC)c(OC)c1 (stereo not drawn)	14	1.5	-0.2	-2
65	CCOC(=O)c1c(NC(=O)c2cc(F)cc(F)c2)sc(C(=O)N(CC)CC)c1C	-22	0.7	-0.2	-11
66	Cc1ccc(C(=O)Nc2ccc(N3CCC(NC4CCOC4)CC3)cc2)c(C)c1 (stereo not drawn)	-2	0.8	-0.2	13
67	O=C(CN1Cc2ccccc2C1=O)Nc1ccc(Br)cc1	11	0.7	0.1	1
68	COc1ccc(-n2nnc(C(C)=O)c2NCC2CCCO2)cc1 (stereo not drawn)	4	-0.7	0.1	-40
69	N/C(=N\OC(=O)c1ccc(F)cc1)c1ccc(Cl)cc1	1	-0.4	0.0	-16
70	O=C(NCCCS(=O)(=O)N1CCN(c2ncccn2)CC1)c1ccccc1F	10	0.7	0.5	12
71	Clc1ccc(-n2ncc3c(Nc4cccc5c4CCCC5)ncnc32)cc1	-16	0.6	0.4	7
72	N#CCCN(CCc1ccccc1)S(=O)(=O)c1ccc(-c2ccc([N+](=O)[O-])cc2)cc1	-8	0.7	-0.1	-8
73	CCN(c1ccccc1)S(=O)(=O)c1nnc(NC(=O)c2ccco2)s1	3	1.1	-0.1	7
74	CCC(CC)C(=O)Nc1nnc(CC(C)C)s1	13	1.7	0.0	4
75	C/C(=N/NC(=O)Cc1cccn1C)c1ccccc1	-6	1.7	-0.2	-12
76	Cc1cccc(NC(=O)C(=O)NC(C)c2ccccc2)c1 (stereo not drawn)	-2	-1.3	0.0	-37
77	O=C(c1ccccc1)N1CCCC2CCCCC21 (stereo not drawn)	-11	3.7	0.0	-6
78	O=C(c1ccc(C(F)(F)F)cc1)N1CCC(O)(c2ccccn2)CC1	-8	0.1	-0.1	-10
79	COC(=O)CN1C(=O)C2(C(C#N)=C(N)Oc3n[nH]c(-c4ccc(Cl)cc4)c32)c2ccccc21 (stereo not drawn)	7	-0.6	0.1	6
80	CCOc1cccc2c1NC(C)(C)C(=S)C2=C1SC(C(=O)OC)=C(C(=O)OC)S1	45	-0.5	-0.6	-10
81	CCN(CC(=O)NCc1ccc(F)cc1)CC(=O)Nc1cc(C)on1	-3	0.5	-0.2	-7
82	CCN1CCN(CCN2C(=O)C3C(C(=O)Nc4ccc(Oc5ccccc5)cc4)C4C=CC3(O4)C2C(=O)NC2CCCCC2)CC1 (stereo not drawn)	-2	0.9	-0.2	12
83	CCOC(=O)c1sc2nc(SCc3ccc(OC(F)(F)F)cc3)n(CC3CCCO3)c(=O)c2c1C (stereo not drawn)	11	-0.4	0.7	-6
84	O=C(CCc1nc(-c2ccccc2F)no1)N1CCN(c2ccccc2F)CC1	5	-0.7	0.0	-3
85	C=CCOc1ccc(/C=C2/NC(=O)NC2=O)cc1OC	-1	-0.1	0.2	-5
86	CCN(CC)C(=O)CSc1nc(C)nc2sc(C)c(C)c12	2	0.3	-0.1	3
87	CC(=O)Oc1ccccc1N(C(C)=O)S(=O)(=O)c1ccc(C)cc1	1	0.3	-0.1	-11
88	COc1cccc(C2C=C(c3ccc(Br)cc3)Nc3ncnn32)c1 (stereo not drawn)	0	2.5	-0.1	8
89	Cc1cccc(NS(=O)(=O)c2cc(C(=O)O)ccc2C)c1	-3	-0.8	-0.1	-12
90	O=C(Nc1cccc(-n2cccn2)c1)C1CCCN(Cc2cc3ccccc3[nH]2)C1 (stereo not drawn)	-19	1.3	0.1	-10
91	CN(C)S(=O)(=O)c1ccc2c(c1)c(=O)c(C(=O)N1CCc3ccccc3C1)cn2C	3	-0.4	0.1	-4
92	Cc1ccc(NC(=O)Cn2c3ccccc3c(=O)c3ccccc32)cc1C	9	0.4	0.6	-8
93	CCC(=O)N1CCc2cc(OC)c(OC)cc2C1COc1ccc(F)cc1 (stereo not drawn)	2	3.2	-0.2	-17
94	O=C(O)CCCN1C(=O)C(=O)/C(=C(\O)c2ccc(F)cc2)C1c1ccccn1 (stereo not drawn)	13	-1.5	-0.1	-1
95	Cc1cccc(CN2CCC(N3CCC(C(=O)NC4CCc5ccccc54)CC3)CC2)n1 (stereo not drawn)	-3	0.6	-0.3	27
96	COc1ccc(C2c3[nH]c4ccccc4c3CC3C(=O)N(c4ccccc4)C(=S)N32)cc1 (stereo not drawn)	-3	-0.2	-0.1	-6
97	Cc1nc(N)n2c(SCC(=O)N3CCC(C)CC3)nnc2c1Cc1ccccc1	14	0.3	0.0	5
